# Bioassay records deposited in PubChem BioAssay by several laboratories.
# Arrestin-AP2 inh: inhibitors of beta-arrestin/AP2 binding, primary screen, biochemical, GPCR trafficking, flow cytometry | beta-arrestin 1 C-terminal peptide binding to AP2 beta2-adaptin appendage (human) | FITC-arrestin peptide / GST-AP2 beads; AP2 beta2 appendage carries R879A mutation | inhibition, % at 10 µM | hit rate 0.31% among 340,000 | AID 504490, 2011;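 active = inhibition above a set limit, near 3 SD of compounds lacking own fluorescence, cut at about 54% in these data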;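 note: plate controls were DMSO wells for no effect and 5 µM unlabelled arrestin peptide for full effect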
#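 System: GST-tagged AP2 beta2-adaptin appendage (R879A) on 4 µm glutathione beads / Reagent: FITC-arrestin peptide, 50 nM / Detection: HyperCyt-sampled flow cytometry, FL1 channel, ex 488/em 535 nm / Timing: 12 min plus 1 h, RT / Buffer or medium: PBS plus Tween 20 (0.05%) and BSA (0.1%)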
# Pemphigus Ab inh: inhibitors of pemphigus antibody binding to DSG3, primary screen, biochemical, bead-based, flow cytometry, scFv-GFP; DSG3-coupled beads, scFv-anti-DSG3-GFP binding; hits give low values; AID 588358, 2011; binding (percent of control), % at 10 µM; Desmoglein-3 (Homo sapiens), P32926; hit rate 0.48% among 310,000;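 active = binding more than 3 SD below its plate's average and above zero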;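 note: hits lower antibody fragment binding to DSG3; some compounds called inactive have numbers as strong as hits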
# SR-BI uptake up: activators of SR-BI mediated DiI-HDL uptake, primary screen, ldlA[mSR-BI] CHO cells, DiI fluorescence; 3 h; 100 = double the neutral-control signal; AID 504775, 2011; activation, % at 12.5 µM; hit rate 0.096% among 320,000;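 active = mean replicate activation of at least 60% and every replicate at or above 60%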;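 note: 0% = median plate neutral-control signal and 100% = twice that signal; values of inactives mirror those of a sister screen read the other way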
#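 system = CHO ldlA[mSR-BI] cells, LDL receptor-null, SR-BI overexpressing | medium = Ham's F12 with 0.5% BSA, HEPES 25 mM, pH 7.4 | probe or stimulus = DiI-HDL 10 µg/mL | compound dosing = single-point compound dose | incubation = compound exposure 3 h, 37 °C | technique = DiI fluorescence, bottom read | read-out = cell-associated DiI fluorescence as measure of HDL uptake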
# CDK5 p35 inh: inhibitors of human CDK5/p35 kinase, primary screen, biochemical, single concentration. hit rate 0.01% among 330,000. inhibition, % at 10 µM. Cyclin-dependent kinase 5 (Homo sapiens) + Cyclin-dependent kinase 5 activator 1 (Homo …. Recombinant CDK5/p35, ADP-Glo luminescence, 60 min;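 active = highest replicate inhibition of at least 50% and at least 75% of replicates reaching 50%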;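 note: plate controls were DMSO neutral control for no effect and GW8510 at 10 µM for full effect; many of its hits are not listed in these tables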
# Target sequence (Q00535 whole entry, looked up): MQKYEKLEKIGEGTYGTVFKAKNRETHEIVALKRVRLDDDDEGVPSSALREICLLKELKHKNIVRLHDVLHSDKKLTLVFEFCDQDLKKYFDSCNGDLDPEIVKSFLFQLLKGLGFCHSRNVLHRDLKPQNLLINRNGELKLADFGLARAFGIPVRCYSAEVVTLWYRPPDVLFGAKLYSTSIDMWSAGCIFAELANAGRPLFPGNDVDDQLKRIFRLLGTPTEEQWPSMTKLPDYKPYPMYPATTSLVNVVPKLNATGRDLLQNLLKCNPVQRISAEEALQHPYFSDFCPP
# Target sequence (Q15078 whole entry, looked up): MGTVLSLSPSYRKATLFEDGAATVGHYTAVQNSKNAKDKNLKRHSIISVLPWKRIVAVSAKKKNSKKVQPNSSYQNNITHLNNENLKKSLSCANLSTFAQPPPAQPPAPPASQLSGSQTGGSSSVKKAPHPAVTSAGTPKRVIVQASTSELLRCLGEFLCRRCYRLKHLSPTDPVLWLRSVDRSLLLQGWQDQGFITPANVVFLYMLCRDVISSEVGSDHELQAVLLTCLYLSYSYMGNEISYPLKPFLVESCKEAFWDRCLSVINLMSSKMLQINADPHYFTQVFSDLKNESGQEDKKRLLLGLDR
# Mot1-301 SUMO: yeast Mot1-301 growth rescue at high temperature, primary screen, SUMOylation pathway inhibitor project, S. cerevisiae, ATP luminescence, 38.5C. S. cerevisiae Mot1-301 growth rescue; percent above DMSO median, 100 means doubled. growth rescue, % at 18.8 µM. hit rate 1% among 320,000. AID 2716, 2010;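 active = every valid replicate shows activation above 250% relative to neutral control wells; inactive = the rest, any valid replicate at or below 250%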;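 note: OY570 slx delta 5 strain wells were the positive control but not used for scaling; some compounds called inactive have numbers as strong as hits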
# SR-BI DiI inh: inhibitors of SR-BI mediated HDL lipid uptake, primary screen, ldlA[mSR-BI] cells, fluorescence, single point. Scavenger receptor class B member 1 (Mus musculus), Q61009. ldlA[mSR-BI] CHO cells, DiI-HDL uptake fluorescence, 3 h. inhibition, % at 12.5 µM. hit rate 0.96% among 320,000. AID 488896, 2010;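 active = mean replicate inhibition of at least 70% and a set share of replicates each scoring 70 or more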;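 note: 0% = median of neutral control wells and 100% = median of positive control wells; values of inactives mirror those of a sister screen read the other way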
# PKA-R2B act: activators of PKA-R2B holoenzyme, primary screen, biochemical, fluorescence polarization, Cy5-IP20, human | cAMP-dependent protein kinase catalytic subunit beta (Homo sapiens) + cAMP-dependent … | PKA-R2B holoenzyme dissociation; R2B truncated from residue 108, S112A mutant; 0% DMSO only, 100% 113 µM cGMP | activation, % at 11.4 µM | hit rate 0.079% among 340,000 | AID 504700, 2011;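 active = activation above a cutoff set at the mean over all compounds plus 3 SD, cut at about 18% in these data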;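 note: higher means more holoenzyme dissociation and a rise in polarization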
# Target sequence (P31323 whole entry, looked up, other chains not shown, the tested form may be a part): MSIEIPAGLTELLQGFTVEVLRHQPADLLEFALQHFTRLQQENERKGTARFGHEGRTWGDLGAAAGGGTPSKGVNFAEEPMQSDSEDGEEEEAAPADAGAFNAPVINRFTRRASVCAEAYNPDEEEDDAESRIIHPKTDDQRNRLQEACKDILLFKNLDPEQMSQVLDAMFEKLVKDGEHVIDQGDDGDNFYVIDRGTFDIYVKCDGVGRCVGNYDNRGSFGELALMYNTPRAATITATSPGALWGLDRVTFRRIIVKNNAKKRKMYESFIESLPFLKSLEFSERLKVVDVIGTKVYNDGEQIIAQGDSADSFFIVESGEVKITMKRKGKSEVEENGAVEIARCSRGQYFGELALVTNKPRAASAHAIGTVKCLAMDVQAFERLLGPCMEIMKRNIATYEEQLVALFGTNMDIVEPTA
# NSD2 HMT inh: NSD2 histone methyltransferase inhibitors, primary screen, biochemical, AlphaScreen, single concentration, set 2. Histone-lysine N-methyltransferase NSD2 (Homo sapiens), O96028. NSD2 peptide methylation, 120 min. inhibition, % at 12.5 µM. hit rate 0.54% among 310,000; in the data active = inhibition above about 50%
# PKA-R1A act: activators of PKA-R1A holoenzyme, primary screen, biochemical, fluorescence polarization, Cy5-IP20, bovine R1A, mouse PKAc; activation, % at 11.4 µM; PKA-R1A dissociation; scaled: DMSO 0%, 113 µM cGMP 100%; cAMP-dependent protein kinase type I-alpha regulatory subunit (Bos taurus) + …; hit rate 0.083% among 340,000; AID 504707, 2011;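 active = percent activation above the mean of all tested compounds plus 3 SD, cut at about 19% in these data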;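 note: higher means more PKAc released from R1A so a rise in polarization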
# MITF act: activators of MITF-driven TRPM1 promoter reporter, primary screen, cell-based, SK-MEL-5, luciferase, single point | SK-MEL-5 TRPM1-promoter luciferase, 24 h; % of positive control, neutral wells = 0 | activation, % at 12.5 µM | hit rate 0.75% among 300,000;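 active = mean activation of at least 80% with every replicate also reaching 80%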;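 note: 0% = neutral control wells and 100% = parthenolide positive control wells; values of inactives mirror those of a sister screen read the other way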
# dFosB activator: activators of delta FosB homodimer, primary screen, biochemical, fluorescence polarization, TAMRA-CDK5 oligo, single point. Protein FosB (Mus musculus), P13346. purified delta FosB; percent of positive-control signal above neutral wells. activation, % at 25 µM. hit rate 0.99% among 340,000. AID 493131, 2011;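 active = mean activation above about 17%, with every replicate also reaching it, limit read from the data, passing the limit was not always enough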;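 note: fluorescence polarization rise as delta FosB binds a TAMRA Cdk5 AP-1 oligo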
# Starred values were filed as active, the others as inactive; . = no result given; + = active, no number; & = joins results of further samples.
SMILES,Arrestin-AP2 inh,Pemphigus Ab inh,SR-BI uptake up,CDK5 p35 inh,Mot1-301 SUMO,SR-BI DiI inh,PKA-R2B act,NSD2 HMT inh,PKA-R1A act,MITF act,dFosB activator
CC(C)CN1CCN(Cc2cnc(-c3ccc(Cl)cc3)nc2)CC1CCO (configuration not stated),2,90,.,-0.2,11,.,0,1,12,8,-1
CCOC(=O)N1CCN(C(=O)c2cc3cc(F)ccc3[nH]2)CC1,9,114,20,-0.1,-15,-20,5,4,1,-15,-7
CC1Oc2ccccc2N(CC(=O)c2cccc(Cl)c2)C1=O (configuration not stated),-1,126,-35,-2.7,-9,35,-7,-4,-4,-16,-20
CC(C)(CNC(=O)c1cc([N+](=O)[O-])ccc1N1CCC(Cc2ccccc2)CC1)N1CCOCC1,-2,.,-10,-6.3,119,10,5,2,6,7,-7
Cc1nn(Cc2ccc(Cl)cc2)c(C)c1NC(=O)CCCn1nc([N+](=O)[O-])c(Cl)c1C,18,114,-38,3.2,-13,38,1,-2,-11,1,-5
COC(=O)c1ccccc1NC(=O)NCc1ccc2c(c1)OCO2,25,.,8,-2.6,.,-8,9,-3,-1,.,11
c1cc(CCCc2ccncc2)ccn1,3,109,-3,0.9,-7,3,4,-1,1,.,0
COCc1cc(CN2CCCC(C(=O)c3cccc(C(F)(F)F)c3)C2)ccc1OC (configuration not stated),4,102,22,-0.8,-8,-22,8,-3,1,0,-2
O=C(c1cc(-c2ccc(Cl)cc2Cl)on1)N1CCCCCC1,-16,105,-14,0.4,201,14,5,43,-6,42,-7
COC(=O)COc1ccc(NC(=O)C2CCCO2)cc1 (configuration not stated),27,105,9,1.2,4,-9,-7,.,-15,-11,1
O=C(CSCc1ccc(Cl)cc1)N1CCCCC1,12,93,13,3.7,+,-13,6,-2,-4,74,-4
CC(=O)Oc1ccc(C#C/C=C2\c3ccccc3C(=O)N2c2ccccc2)cc1,11,101,-16,-2.1,-8,16,-2,.,7,48,3
COCCN(C(=O)COC(=O)c1ccccc1Nc1ccccc1)c1c(N)n(Cc2ccccc2)c(=O)[nH]c1=O,-12,95,-74,-0.7,-7,74*,-10,-2,-6,-12,-6
CCc1ccccc1N/N=C(/C)c1c(O)cc(C)oc1=O,3,105,3,-0.8,14,-3,-4,-4,-4,-3,-18
COc1ccc(Cn2cnc3sccc3c2=O)cc1,24,76,5,1.4,2,-5,5,-1,-12,13,3
O=C(NCCC(=O)N1CCN(c2cccc(Cl)c2)CC1)c1ccc(Br)cc1,12,100,8,-2.2,-7,-8,-6,2,1,1,-9
CCc1ccc(OCC(=O)NCCc2ccc3c(c2)OCCO3)cc1,-5,.,6,0.4,1,-6,-1,-1,2,2,-3
O=C1[C@H]2[C@@H](c3ccc(F)cc3)N3C(=O)N(c4cccc(Br)c4)C(=O)[C@@]3(Cc3ccc(Cl)cc3)[C@H]2C(=O)N1C1CCCCC1,5,-6.5*,18,0.1,6,-18,1,.,2,-2,1
CCCCn1c(N)c(N(CC(C)C)C(=O)c2cccc(-n3cnnn3)c2)c(=O)[nH]c1=O,2,2,8,0.0,7,-8,0,-1,-3,-6,-1
CCN(CC)CCN1C(=O)C(=O)/C(=C(/O)c2ccc(OC)c(OC)c2)C1c1ccccn1 (configuration not stated),34,109,23,-0.5,4,-23,-6,-5,-2,.,-3
O=S(=O)(c1ccccc1)N1CCN(c2ncccn2)CC1,3,105,17,-4.3,6,-17,6,-2,-6,-2,-9
CC(Oc1ccc(Cl)cc1Cl)C(=O)Nc1cccc(O)c1 (configuration not stated),-19,96,2,-1.6,17,-2,4,-7,3,17,-5
COc1ccc(NC2CCCN(C(=O)c3ccccc3N3CCOCC3)C2)cc1OC (configuration not stated),36,101,20,0.9,-6,-20,5,72*,-1,-1,-10
O=C(NCCS(=O)(=O)N1CCCCC1)c1ccccc1,-18,106,0,0.6,-17,0,2,.,-4,-1,2
CCOC(=O)c1cc2c(ccn2C)n1Cc1ccccc1Cl,3,98,9,-5.3,-7,-9,1,3,-7,-7,-16
COCCNC(=O)c1cc2cc(Br)cc(OC)c2oc1=O,11,.,22,1.2,-27,-22,3,-1,-4,7,-2
Cc1nc(-c2cccc(S(=O)(=O)N3CC(C)OC(C)C3)c2)cs1 (configuration not stated),-5,104,-8,-0.1,-3,8,-4,-1,2,-10,1
CC(=O)N/C(=C/c1ccccc1)c1ccccc1,-3,100,13,-0.5,-10,-13,1,.,0,3,-1
C=CCn1c(SCCN2CCCCC2)nc2c1c(=O)[nH]c(=O)n2C,2,98,31,2.4,-8,-31,0,.,-4,1,0
Cc1cccc(NS(=O)(=O)c2cc3c4c(c2)CCN4C(=O)CC3)c1C,3,100,-30,1.6,-7,30,-4,-1,-3,-6,3
COc1ccc(CCN2CC(C(=O)NCc3ccccc3)CCC2=O)cc1 (configuration not stated),1,.,5,.,.,-5,-1,17,-3,-4,-9
CC1CCCN(CCCNS(=O)(=O)c2cc(Br)cc3c2N(C(=O)C2CC2)CC3)C1 (configuration not stated),7,101,.,-2.3,615,.,10,0,2,8,-13
Cc1c(C(=O)Nc2cc(S(=O)(=O)N3CCOCC3)ccc2N2CCN(C)CC2)oc2ccccc12,6,99,-4,0.7,-9,4,-10,0,4,-12,-18
CCc1[nH]c(=S)c(C#N)c2c1CCCC2,-37,93,-46,-1.3,180,46,-11,-1,-1,-16,3
CCOC(=O)C1CCN(C(=O)CCn2c(=O)c3cccn3c3cccnc32)CC1,23,98,-46,0.6,-5,46,8,0,-2,-2,-9
O=C(Nc1ccc(N2CCN(C(=O)c3ccco3)CC2)cc1)c1ccccc1F,10,110,-42,-3.1,-13,42,-6,0,-14,18,2
Cc1cccc2sc(N(CCCN(C)C)C(=O)CCS(=O)(=O)c3ccccc3)nc12,4,95,36,2.1,-1,-36,-4,21&3,-5,-16,-5
COCCC(=O)N1CCCC(C(=O)c2ccc3c4c(cccc24)CC3)C1 (configuration not stated),7,98,-5,-0.6,-16,5,-5,3,3,5,-14
Cc1cccc(NC2=NCC(=O)N2Cc2ccccc2)c1,-4,103,15,-3.0,-12,-15,6,-41,-8,4,-15
CC1=C(C)C(O)N(Cc2ccccc2)C1=O (configuration not stated),12,119,-1,0.2,233,1,-2,-2,-1,.,1
O=C(c1cc([N+](=O)[O-])ccc1N1CCOCC1)N1CCCC1,-3,106,-46,-1.1,-5,46,-12,-2,5,-14,7
CCOc1ccccc1NS(=O)(=O)c1ccc(-c2cnc(C3CC3)o2)cc1,25,83,-17,-0.5,-22,17,1,-3,0,-56,-2
O=[N+]([O-])c1cccc(-c2ccc3nnc(SCc4cccnc4)n3n2)c1,-14,96,.,1.6,.,.,8,13,5,11,-2
Cc1nn(CC(=O)c2ccccc2Cl)c(C)c1[N+](=O)[O-],-24,.,7,1.3,-27,-7,-3,-4,-11,80,-4
Cc1ccc(SCCSc2nc(N)cc(=O)[nH]2)cc1,-5,109,9,-0.5,-20,-9,1,-1,-2,.,-1
O=C(NCCN1CCOCC1)c1ccccc1OCc1ccccc1,0,98,-6,0.2,-15,6,-3,1,-6,7,-9
Cc1ccc(C(=O)OCC(=O)NCc2cccs2)cc1,24,100,15,-1.4,14,-15,4,-2,2,-13,6
CSc1ccccc1C(=O)N1CCC2(CC1)CC(=O)c1ccccc1O2,-2,98,16,0.2,7,-16,0,0,-2,4,-10
COc1ccc(CN2C3CCCC2CC(NC(=O)Nc2ccccc2C)C3)cc1 (configuration not stated),19,103,3,1.7,-15,-3,-4,-1,-5,18,0
COc1cc(Br)cc(C=Nc2cccc(C(F)(F)F)c2)c1O,1,108,7,-3.5,326*,-7,13,2,2,6,3
CN(C)S(=O)(=O)c1ccc(SCC(=O)Nc2cccc(S(=O)(=O)N3CCCC3)c2)nc1,-7,88,-34,0.3,.,34,-9,3,-3,-14,-9
COC(=O)CNC(=O)CN1C(=O)N(c2cccc(Cl)c2)C(N(O)C(=O)Nc2cccc(Cl)c2)C1(C)C (configuration not stated),-12,104,10,0.6,-8,-10,-2,-1,4,-6,0
Cc1nc2ccc(-c3nc4ccccc4[nH]3)cc2[nH]1,-5,92,-12,4.9,-7,12,-8,.,1,55,-1
CCN(CC)c1ccc(/C=N/NC(=O)CNC(=O)c2ccccn2)cc1,17,93,-30,-2.5,-3,30,2,5,8,-6,-2
Cc1sc2ncnc(N3CCC(C(=O)Nc4ccccc4C(C)(C)C)CC3)c2c1C,6,85,-55,-1.4,-6,55,2,-1,5,13,1
CC#CCN1c2ccccc2[C@]23C[C@@H](C(=O)OC)N=C2NC(C(=O)OC)=C(C(=O)OC)[C@H]13,-2,105,0,0.1,0,0,2,.,4,2,2
CCOc1ccc(S(=O)(=O)n2cnc3ccccc32)cc1,1,108,23,-1.7,7,-23,-4,-11,9,.,6
O=C(NCc1ccccc1)C1C(=O)N(Cc2ccccc2)C(=O)C1C1(O)CCCC1 (configuration not stated),-8,.,1,-1.1,25,-1,4,-4,-3,.,-6
O=C(NC1CC1)c1cc(=S)[nH]c2ccccc12,-3,97,9,0.4,-7,-9,-2,-2,8,5,-1
